Screens from PubChem.
Mm-Cpn inhibitor – Inhibitors of TCP-1 ring complex (TRiC) of Methanococcus maripaludis (MmCpn): qHTS; AID 504842, 2011; 330,000 compounds, 0.031% hits; Chaperonin Mm-Cpn (Methanococcus maripaludis); purified Mm-Cpn ATPase, ADP Transcreener TR-FRET; Potency, µM (highest dose often 76.9 µM), for the others: at the highest dose activity, negative = inhibition, most hits filed as inhibitors; further: on the % scale 0 is the no-effect control and ±100 the full control effect; nearly all actives have a fitted effect of over 80% in size
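ATPase turnover read by TR-FRET ADP competition (Eu cryptate antibody/ADP-d2, 665/590 nm): 10uM ATP final, 25nM Mm-CPN final, 30 min 37degC after 10-min compound preincubation, pH 7.4 Tris/KCl/MgCl2/DTT buffer.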
aSyn yeast inh – qHTS of alpha-syn Inhibitors; Yeast expressing alpha-synuclein, growth rescue, BacTiter-Glo, 24 h; Potency, µM (titrated, usually from 46.1 µM), for inactives: at the top dose growth rescue (activation), actives largely listed as activators; 370,000 compounds, 0.14% hits; AID 652106, 2013; further: % of control where 0% means no effect; nearly all actives have a fitted effect of over 65% in size
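Rescue of yeast growth: cells expressing toxic alpha-synuclein, induced in galactose at OD600 0.02, incubated with compound 24 h at 30 C. ATP luminescence quantified growth; inhibitors of toxicity appear as activators.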
FUS suppressor – qHTS for Suppressors of FUS Proteinopathy: Primary screen using FUS-linked yeast assay; 390,000 compounds, 0.24% hits; Potency, µM (highest dose often 76.6 µM), for inactives: at the highest dose growth rescue (activation), most hits filed as activators; S. cerevisiae FUS-expressing, growth rescue, OD600, 24 h;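 further: plate controls were DMSO vehicle for no effect and reference control for full effect; nearly all actives have a fitted effect of over 55% in size; some results filed as inactive show a strong effect at the top dose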
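Galactose (2%) drives FUS expression in yeast precultured in raffinose; seeding density OD 0.005. Test compounds incubated 24hr at 30C and 99% humidity before absorbance at 600 nm was measured.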
Starred values were filed as active, the others as inactive; ? = inconclusive; / = no result given; & = joins results of further samples. The call rests on the fitted dose curve; in most records, active means well fitted curve in the direction sought with a large enough effect; inconclusive means small, poorly fitted or top-dose-only effect, or another doubt; inactive means no such curve, though single readings can be large; an effect the other way counts as inactive or inconclusive. Potency means the concentration at half of the fitted maximal effect. Only part of the results is shown (hit frequency here may not be typical).

SMILES	Mm-Cpn inhibitor	aSyn yeast inh	FUS suppressor
Nc1nc(N)c2nc(CNc3ccc(C(=O)NC(CCC(=O)O)C(=O)O)cc3)cnc2n1 (stereo unspecified)	-3%	-1%&3%	/
COC(=O)c1cc(-c2ccc(-c3ccccc3)c(F)c2)c(=O)n2c1CCC2	/	/	-13%
O=C(NC1CCCCN(Cc2cccc(C(F)(F)F)c2)C1=O)c1ccc(-c2ccccc2)cc1 (stereo unspecified)	/	/	25%
COc1ccc(C(=O)CSc2nnc(-c3cccnc3)n2-c2ccc(C)cc2)cc1	/	/	?
Cc1ccc(-c2cc(-c3nnc(SCC(=O)N4CCOCC4)n3N)[nH]n2)cc1	/	/	-1%
CCOC(=O)N1CCN(C(=O)C[C@H]2C(=O)N(Cc3ccc(OC)cc3)C3=CCCC[C@@]32C(=O)OCC)CC1	/	/	26%
COC(=O)[C@]12C[C@H](CC(=O)NCc3ccc(C)o3)C(=O)N(Cc3ccccc3)C1=C[C@H](COCc1ccccc1)O[C@@H]2C	/	/	35µM*
Nc1ccn(C[C@@H](CO)OCP(=O)(O)O)c(=O)n1	/	/	-16%
O=S1(=O)c2c(cccc2N2CC[C@H](O)C2)O[C@H]2CCN1C2	/	/	0%
COc1ccc(CN2C(=O)N3Cc4ccccc4C3CS2(=O)=O)cc1 (stereo unspecified)	/	/	28%
O=C1c2cccn2CC2Cc3ccccc3N12 (stereo unspecified)	/	/	-3%
Nn1c(SCC(=O)Nc2ccc(OCc3ccccc3)cc2)nnc1-c1cc(-c2ccccc2)n[nH]1	/	/	8%
COC(=O)[C@]12C[C@H](CC(=O)NCc3ccccc3)C(=O)N(Cc3cccc4ccccc34)C1=C[C@H](C(C)C)O[C@@H]2C1CC1	/	/	?
Cc1ccc(-n2c(SCC(=O)Nc3ccc4c(c3)OCCO4)nnc2-c2cnccn2)cc1	/	/	6%
COC(=O)[C@@]12CCCCC3=C1N(CCC3)C(=O)[C@H]2CC(=O)NCc1ccc(OC)c(OC)c1	/	/	0%
O=C(OCc1cn(Cc2ccc(Cl)cc2)nn1)N1CCCC1	/	/	-1%
C=CCN1[C@H](C#N)[C@@H](c2ccc(C#Cc3cccc(OC)c3)cc2)[C@H]1CO	/	/	19%
COc1ccc(S[C@]2(C(=O)N3CCN(c4ncccn4)CC3)CC(=O)N(C(=O)c3ccccc3)[C@@H]2c2ccc(OC)cc2)cc1	/	/	5%
Cc1ccc(S(=O)(=O)N2CCN(C(=O)c3cccn3C)CC2)cc1	/	/	17%
Cc1sc2nc(SCC(=O)c3ccc(O)c(O)c3)n(Cc3ccco3)c(=O)c2c1C	/	/	?
N=c1c2c(-c3ccccc3)c(-c3ccccc3)n(Cc3ccccc3)c2ncn1C1CCOCC1	/	/	-11%
N#Cc1cccc(NC(=O)OC2CCC23CCC(c2ccccc2)CC3)c1 (stereo unspecified)	/	/	22%
O=C(COc1ccccc1C(=O)NCc1ccccc1)Nc1ccc(I)cc1	/	/	26%
Cc1ccc(CN2CCCCC(NC(=O)c3ccc(N(C)C)cc3)C2=O)cc1 (stereo unspecified)	/	/	31%
CCCCCCCC(=O)N[C@H]1CC[C@@]23CCCN2C(=O)CCC[C@H]3[C@H]1C	/	/	32%
CCOc1ccc(-n2c(SCC(=O)Nc3cccc4ccccc34)nnc2-c2ccncc2)cc1	/	/	25%
Cc1ccc(NC(=O)N2CCC(N(C)CCC(C)C)CC2)cc1F	/	/	-17%
COc1cc(NC(=O)c2ccccc2)c(C)cc1NC(=O)CSc1nnc(COc2ccccc2)n1Cc1ccco1	/	/	?
COc1ccc(/C(C)=N/NC(=O)Cc2cc(=O)[nH][nH]2)cc1OC	/	/	-2%
COC(=O)[C@]12C[C@H](CC(=O)NCC34CC5CC(CC(C5)C3)C4)C(=O)N(Cc3cccc4ccccc34)C1=C[C@H](C(C)C)O[C@@H]2C1CC1	/	/	6%
O=C(N[C@H]1CCCc2c1cnn2-c1ccc(F)cc1F)c1ccccn1	/	/	1%
C=CCN1C(=O)[C@@H](CC(=O)NCc2ccc(OC)c(OC)c2)[C@]2(C(=O)OCC)CCCCC/C=C/12	/	/	17%
O=C(OC12CCCN(C1)/C(=C/c1cccnc1)C2)c1ccc(F)cc1 (stereo unspecified)	/	/	-16%
COc1ccc(CNC(=O)CSc2nc3c([nH]2)c(=O)n(C)c(=O)n3C)cc1	/	/	2%
CCCCOCCCNC(=O)C[C@H]1C[C@@]2(C(=O)OC)C(=C[C@H](C(C)(C)C)O[C@@H]2C)N(Cc2ccc(Cl)cc2Cl)C1=O	/	/	?
O=c1c2cc3cc(Cl)ccc3nc2ncn1Cc1ccc(Oc2ccccc2)cc1	/	/	2%
Cc1cc(NS(=O)(=O)c2ccc(NC(=O)CSc3nnc(-c4ccncc4)n3-c3ccccc3)cc2)nc(C)n1	/	/	14%
O=C(NC1CCCCN(Cc2cccc(C(F)(F)F)c2)C1=O)c1c(F)cccc1F (stereo unspecified)	/	/	39%
COc1ccc([C@H]2OC(=O)C[C@@H]2C(=O)N2CCCCC2)cc1OC	/	/	-7%
O=C(NCc1ccc(F)cc1)C1CCCN(c2nc3ccccc3o2)C1 (stereo unspecified)	/	/	19%
O=C(OC1CC2CCC(C1)[N+]21CCCC1)C(O)(c1ccccc1)c1ccccc1 (stereo unspecified)	/	/	15%
CCOCC(=O)NC(=O)N1C[C@H]2CON(C)[C@H]2C[C@H]1c1ccc(OC)cc1	/	/	-10%
O=C(CSc1ccccc1)NC1CCCCN(Cc2cccc(Cl)c2)C1=O (stereo unspecified)	/	/	38%
C/C(C=NNC(=O)c1cc(-c2ccc(C)c(C)c2)n[nH]1)=C/c1ccco1	/	/	38%
Cc1ccccc1NC(=O)OC1CCC12CCCCC2 (stereo unspecified)	/	/	-12%
COc1ccc(CN2CCC(CNC(=O)NC3CCCC3)CC2)cc1	/	/	3%
CCOC(=O)CC[C@@H]1CC[C@]2(CCCN(C(=O)c3ccc4ccccc4n3)C2)O1	/	/	-2%
c1ccc2[nH]c(CNc3nc(N4CCOCC4)nc4c3ncn4-c3ccsc3)nc2c1	/	/	4%

4 compounds from above, arranged by molecular weight, lowest first.
SMILES	Mm-Cpn inhibitor	aSyn yeast inh	FUS suppressor
Cc1ccccc1NC(=O)OC1CCC12CCCCC2 (stereo unspecified)	/	/	-12%
C/C(C=NNC(=O)c1cc(-c2ccc(C)c(C)c2)n[nH]1)=C/c1ccco1	/	/	38%
O=C(NCc1ccc(F)cc1)C1CCCN(c2nc3ccccc3o2)C1 (stereo unspecified)	/	/	19%
O=C(OC1CC2CCC(C1)[N+]21CCCC1)C(O)(c1ccccc1)c1ccccc1 (stereo unspecified)	/	/	15%

Continued:
SMILES	Mm-Cpn inhibitor	aSyn yeast inh	FUS suppressor
O=C(CSc1nnc(-c2ccccc2)n1-c1ccc(Cl)cc1)Nc1ccccc1-c1ccccc1	/	/	8.9µM*
c1ccc(Cn2c(SC3CCCCC3)nnc2-c2cccnc2)cc1	/	/	13%
COc1ccc2ccccc2c1C=NNC(=O)c1cc(-c2ccc(C)cc2)n[nH]1	/	/	30%
Cc1ccccc1CN1CCCCC(NC(=O)Nc2ccccc2)C1=O (stereo unspecified)	/	/	-2%
CCC[C@H]1[C@@H](N(C)Cc2ccccc2)CC[C@@]23CCCN2C(=O)CCC[C@@H]13	/	/	6%
CC(C)(C)c1ccc(-c2nnc(SCc3ccccc3)n2Cc2ccco2)cc1	/	/	?
Nn1c(SCC(=O)N2c3ccccc3Sc3ccccc32)nnc1-c1n[nH]c2c1CCC2	/	/	24%
Cc1ccc(S(=O)(=O)N2CCCC2C(=O)N2CCc3ccccc3C2)cc1 (stereo unspecified)	/	/	2%
COC(=O)[C@]12C[C@H](CC(=O)NCCCCc3ccccc3)C(=O)N(Cc3cccc4ccccc34)C1=C[C@H](C1CCCC1)O[C@@H]2C	/	/	?
O=C(NCCc1ccccc1)OCc1cn(Cc2ccccc2Cl)nn1	/	/	11%
COC(=O)C1CN(Cc2ccc(OC)cc2)CCS(=O)(=O)N1Cc1ccccc1 (stereo unspecified)	/	/	27%
COC(=O)[C@H]1C[C@@]2(C3C=CC=C3)c3ccccc3N[C@H]2N1	/	/	3%
Nn1c(SCC(=O)N2CCOCC2)nnc1-c1n[nH]c2c1CCC2	/	/	-4%
C=CCN1[C@@H](CC(C)C)COc2cc(N3CCSCC3)ccc2S1(=O)=O	/	/	24%
CCOC(=O)[C@]12CCCCC/C=C\1N(Cc1ccc(OC)cc1)C(=O)[C@H]2CC(=O)NCC1CCCCC1	/	/	?
CCN(C)C(=O)Oc1cccc([C@H](C)N(C)C)c1	/	/	4%
c1nc(NCC2CCCO2)c2cc(-c3ccc4c(c3)OCO4)ccc2n1 (stereo unspecified)	/	/	-4%
Cc1ccccc1CN1CCCCC(NC(=O)c2cccc(F)c2)C1=O (stereo unspecified)	/	/	9%
C#CCN1CC(N(C)CCOC(=O)c2ccc(C(C)(C)C)cc2)CS1(=O)=O (stereo unspecified)	/	/	21%
COC(=O)[C@]1(CNC(C)=O)CC(=O)N(Cc2ccc(Cl)cc2)[C@@H]1c1ccc(OC)cc1	/	/	15%
COC(=O)[C@]12C[C@H](CC(=O)N3CCC(c4ccccc4)CC3)C(=O)N(Cc3cccc4ccccc34)C1=C[C@H](C(C)C)O[C@@H]2C1CC1	/	/	53%
CCOC(=O)C1=NOC(C(C)=O)(C(=O)N2CCOCC2)C1 (stereo unspecified)	/	/	-22%
COc1ccc(-n2c(Cc3cccs3)nnc2SCC(=O)Nc2ccc(OCc3ccccc3)cc2)cc1	/	/	39%
CCOC(=O)[C@]12CCCCC/C=C\1N(Cc1ccc(OC)cc1)C(=O)[C@H]2CC(=O)NCCCCc1ccccc1	/	/	?

Some values from the entries so far.
Value of `COc1ccc(-n2c(Cc3cccs3)nnc2SCC(=O)Nc2ccc(OCc3ccccc3)cc2)cc1` in FUS suppressor: 39%
Value of `CCOC(=O)C1=NOC(C(C)=O)(C(=O)N2CCOCC2)C1` (stereo unspecified) in FUS suppressor: -22%

The listing continues.
SMILES	Mm-Cpn inhibitor	aSyn yeast inh	FUS suppressor
COc1ccc(-n2c(SCC(=O)Nc3ccccc3-c3ccccc3)nnc2-c2ccccc2)cc1	/	/	?
CCCCNC(=O)C[C@H]1C[C@@]2(C(=O)OC)C(=C[C@H](C(C)(C)C)O[C@@H]2C)N(CCc2ccc(OC)c(OC)c2)C1=O	/	/	?
COc1ccc(N2CCN(CCCNC(=O)Cn3c(=O)c4cccn4c4cccnc43)CC2)c(OC)c1	/	/	8%
O=C(CNS(=O)(=O)c1ccc(Cl)s1)N1CCN(c2ccccn2)CC1	/	/	0%
O=C(Nc1ccc2c(c1)OCO2)OC1CCC12CCC(c1ccccc1)CC2 (stereo unspecified)	/	/	13%
Cc1ccccc1CNC(=S)OC1CCC12CCC(c1ccccc1)CC2 (stereo unspecified)	/	/	4%
COC1=C[C@H](C(=O)NC2CCN(Cc3ccccc3)CC2)C(C)C(c2ccccc2)CC1=O (stereo partly specified)	/	/	19%
CC(C)N1CCCCC(NC(=O)COCc2ccccc2)C1=O (stereo unspecified)	/	/	-16%
CCOc1ccc(-n2c(COc3ccccc3)nnc2SCC(=O)Nc2ccc3c(c2)OCCO3)cc1	/	/	25%
N#CCC[C@@H]1CC[C@]2(CCCN(C(=O)c3ccccc3)C2)O1	/	/	-7%
O=C(NCc1ccc(C(=O)N2CCOCC2)cc1)c1cccc(Br)c1	/	/	-6%
CCc1ccccc1-c1cc(C(C)=O)c2n(c1=O)CCC2	/	/	-21%
CC(=O)N1C[C@@H](c2c[nH]c3ccccc23)C=C[C@H]1C(=O)NS(=O)(=O)c1ccc(C)cc1	/	/	11%
COC(=O)[C@]12C[C@H](CC(=O)NCc3ccc(OC)c(OC)c3)C(=O)N(Cc3ccc(Cl)cc3Cl)C1=C[C@H](C(C)C)O[C@@H]2C1CC1	/	/	28µM*
Cc1ccc(C(=O)NC2CCCCN(C(C)C)C2=O)cc1 (stereo unspecified)	/	/	-15%
O=C(CSc1nc2ccccc2n1Cc1ccccc1Cl)N/N=C\c1cccc(Oc2ccccc2)c1	/	/	-1%
CC(=O)CC[C@H]1CC[C@]2(CCCN(C(=O)C(C)(C)C)C2)O1	/	/	-18%
COc1ccc(C(=O)OCCN2CCN(C3CN(Cc4cn(Cc5ccccc5Cl)nn4)S(=O)(=O)C3)CC2)cc1OC (stereo unspecified)	/	/	10%
CCC(C(=O)Nc1ccccc1N1CCCC1)c1cccc(C)c1 (stereo unspecified)	/	/	14%
O=S(=O)(c1ccc(Br)s1)N1CCC(c2nc3ccccc3o2)CC1	/	/	6%
